Screens (PubChem)
NR5A2 inv ag = LRH-1 (NR5A2) inverse agonists, primary screen, cell-based, luminescence, HEK293T, StAR-luciferase reporter. AID 602396, 2012. 360,000 tested, 0.13% active. LRH-1 transfected, 24 h. Nuclear receptor subfamily 5 group A member 2 (Homo sapiens), O00482. inhibition, % at 3.6 µM;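 active means inhibition above the mean inhibition of all tested compounds plus 3 SD, cut at about 73% in these data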;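 further: 0% = DMSO wells and 100% = reporter-only cells lacking LRH-1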
SRC1 inh = SRC1 coactivator transcriptional activity inhibitors, primary screen, cell-based, luminescence; Nuclear receptor coactivator 1 (Homo sapiens), Q15788; HEK293 GAL4-SRC1 luciferase reporter; inhibition, % at 3.6 µM; 360,000 tested, 0.12% active;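 active means inhibition above the campaign mean plus 3 SD, with each screening campaign given its own cutoff, cut at about 60% in these data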;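 further: 0% = DMSO treated cells and 100% = gossypol at 36 µM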
COUP-TFII inh = NR2F2 transcriptional activity inhibitors, primary screen, cell-based, luciferase reporter, HEK293T, luminescence; AID 686940, 2013; HEK293T NGFI-A luciferase reporter; inhibition, % at 8.6 µM; 370,000 tested, 0.7% active;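 active means inhibition above a per-plate cutoff, mean inhibition of test wells between control levels plus 3 SD, cut at about 38% in these data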;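 further: cells cotransfected with COUP-TFII expression vector driving the NGFI-A reporter; 0% = median of COUP-TF2 test wells and 100% = reporter-only cells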
TROY NFkB inh = inhibitors of TROY-driven NF-kB signaling, primary screen, Q293 LMP1-TROYcd cells, NF-kB luciferase, uHTS | Q293 LMP1-TROYcd NF-kB luciferase reporter, 4 h | inhibition, % at 10 µM | 360,000 tested, 0.98% active | AID 1347056, 2019;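 active means compounds whose plate-normalised and pattern-corrected inhibition of the luciferase reporter signal at the single screening dose is 50% or more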
NCOA2 inhibitor = inhibition of GAL4-SRC2 driven luciferase reporter, primary screen, SRC2 inhibitor project, cell-based, luminescence; inhibition, % at 9 µM; Nuclear receptor coactivator 2 (Homo sapiens), Q15596; HEK293 GAL4-SRC2 luciferase reporter; 370,000 tested, 0.17% active;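 active means inhibition above the mean inhibition of all tested compounds plus 3 SD, set per campaign, cut at about 52% in these data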;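 further: 0% = DMSO treated cells and 100% = cells given Gossypol at 36 µM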
TWEAK Fn14 block = inhibitors of TWEAK-Fn14 signaling, primary screen, luciferase reporter cells, uHTS. TWEAK-stimulated Fn14 reporter cells, luciferase luminescence, 8 h. inhibition, % at 10 µM. 360,000 tested, 2% active. AID 1159606, 2016; in the data active means inhibition above about 50%
NCOA3 inh = SRC3 coactivator transcriptional activity inhibitors, primary screen, cell-based, luminescence. HEK293 GAL4-SRC3 luciferase reporter. Nuclear receptor coactivator 3 (Homo sapiens), Q9Y6Q9. 360,000 tested, 0.17% active. inhibition, % at 3.6 µM. AID 588352, 2011;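 active means inhibition above a per-campaign cutoff, the mean of all compounds plus 3 SD, cut at about 60% in these data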;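 further: 0% = DMSO-treated cells and 100% = gossypol-treated cells at 36 µM; higher means less SRC3-driven luciferase light from the GAL4 reporter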
C8 TRAIL sens = viability loss with TRAIL in NB7+C8 cells, primary screen, TRAIL sensitizer project, cell-based, ATPlite luminescence; inhibition (viability loss, TRAIL sensitization), % at 10 µM; 360,000 tested, 1% active;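 active means compounds causing at least 50% loss of cell viability in the single-dose screen, relative to plate controls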
EBV LMP1 NFkB = EBV LMP1-driven NF-kappaB luciferase reporter inhibitors, primary screen, cell-based, luminescence, single point; AID 504558, 2011; LMP1-induced NF-kappaB luciferase reporter cells; inhibition, % at 12.5 µM; 350,000 tested, 0.69% active; in the data active means inhibition above about 41%;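 further: 0% = neutral control wells and 100% = reference inhibitor control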
KKLEB tox = cytotoxicity in KKLEB CF airway cells, primary screen, cytotoxicity control for CF NF-kB inhibitor project, cell-based, uHTS, fluorescence assay plates; KKLEB CF airway cells viability, ATPlite luminescence, overnight; hits give low values; cells stimulated with P. aeruginosa culture filtrate; activity change (cytotoxicity), % at 5 µM; 360,000 tested, 0.36% active; AID 602141, 2011;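 active means corrected activity change at or below -50% at 5 µM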
CF NFkB inh = inhibitors of PAF-induced NF-kB signaling, primary screen, cell-based, GFP fluorescence, uHTS | KKLEB NF-kB-GFP reporter, GFP fluorescence overnight | inhibition, % at 5 µM | 360,000 tested, 0.86% active;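 active means at least 50% inhibition at 5 µM, scaled per plate between neutral and stimulator controls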;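 further: PAF is a Pseudomonas aeruginosa culture filtrate used as stimulus; plate controls were PAF-stimulated DMSO wells for no effect and unstimulated DMSO wells for full effect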
An asterisk follows results filed as active; / = no result given.

SMILES	NR5A2 inv ag	SRC1 inh	COUP-TFII inh	TROY NFkB inh	NCOA2 inhibitor	TWEAK Fn14 block	NCOA3 inh	C8 TRAIL sens	EBV LMP1 NFkB	KKLEB tox	CF NFkB inh
CCN1C[C@@H]2[C@@H]3C(=O)N(Cc4ccccc4)C(=O)[C@@H]3[C@](CC)(C(=O)OC)N2C1=NCc1ccccc1	8	15	-96	-16	-14	-3	-12	1	2	13	12
Cc1[nH][nH]c(=O)c1C(c1c(C)[nH][nH]c1=O)c1cn(Cc2cccc3ccccc23)c2ccccc12	6	-6	22	17	3	31	-24	16	10	-2	10
OC(CNCC(c1ccc(Cl)cc1Cl)c1c[nH]c2ccccc12)c1ccccc1 (stereo not drawn)	1	16	-14	79*	-30	74*	-3	25	-37	-17	19
O=[N+]([O-])c1nn(-c2ccc(Cl)cc2)n(O)c1=NCc1ccccc1	-10	-7	4	-30	-18	-14	-4	16	-4	7	-22
CCOC(=O)N/N=C\c1cccc(OC)c1OC/C=C/c1ccccc1	-26	-6	3	-32	-1	-26	5	3	-1	-9	15
COC(=O)c1ccc(N2C(=O)CC(N3CCC(O)(c4ccc(Br)cc4)CC3)C2=O)cc1 (stereo not drawn)	5	-4	0	2	7	1	0	-3	4	1	2
Cc1c(-c2ccc(/C=N/NC(=O)C(=O)Nc3ccccc3F)o2)cccc1[N+](=O)[O-]	-5	-5	4	-16	19	-13	1	3	/	-1	14
CC(C)NS(=O)(=O)c1ccc(NC(=O)Cc2cccs2)cc1	9	-13	-9	-16	-11	-16	-6	25	-1	4	4
O=C(NCCc1ccccc1)c1ccccc1F	-148	-152	-37	8	-31	-24	-81	34	3	-1	-7
Cc1ccc(C(=O)OCC(=O)N2C(C)CCCC2C)cc1S(=O)(=O)N1CCOCC1 (stereo not drawn)	-1	-3	-30	-29	6	-30	14	7	-8	0	-26
O=C(NCc1ccc2c(c1)OCO2)c1ccc(CN2CCc3ccccc3C2)cc1	1	-20	13	-2	12	2	-6	-2	2	2	9
CCOC(=O)c1cc2nc(-c3ccco3)cc(C(F)(F)F)n2n1	-3	9	2	5	-9	0	17	-5	0	10	-23
COc1ccc(S(=O)(=O)Cc2ccc(C(=O)N3CCN(C(=O)c4ccco4)CC3)o2)cc1	3	-3	-25	-1	-35	-8	6	-8	-1	-2	9
Cc1cc(-c2ccc(C)c(S(=O)(=O)NCC3CCN(Cc4cccc(F)c4)CC3)c2)on1	7	-4	-4	-5	2	-16	-1	10	-3	-5	2
COc1ccc(OCC(=O)NC2CCCc3ccccc32)cc1 (stereo not drawn)	-3	14	2	-13	7	-25	2	1	-13	-6	9
CN(C)c1nc(-c2ccccc2)cc(C(F)(F)F)c1C#N	2	12	-10	/	-5	14	1	-2	2	13	-4
COCCN(C(=S)Nc1cc(C)cc(C)c1)C(C)c1cccs1 (stereo not drawn)	-4	11	-3	-7	-13	-17	18	11	1	6	-9
COc1ccc(N(CC(=O)Nc2ccc(C)cc2)S(=O)(=O)c2c(C)noc2C)cc1	0	9	14	-8	23	-9	12	-19	-1	2	14
CN(CC(=O)Nc1ccccc1Br)C(=O)c1cccc([N+](=O)[O-])c1	18	1	9	-30	7	0	-1	6	-3	3	-8
COc1ccccc1NS(=O)(=O)c1cc(NC(=O)CCc2nc3ccccc3c(=O)[nH]2)ccc1C	16	5	-2	11	15	12	-1	2	16	-6	-31
CCCCCCCCCCCCCCCC[n+]1ccc(C(N)=O)cc1	13	-3	16	16	14	-7	18	71*	-2	-69*	63*
CCCCC(CC(O)COCC(C)C)C(=O)NN (stereo not drawn)	-11	8	-6	-22	5	3	22	-6	4	3	12
COc1ccc(NC(=O)CN(c2ccc(C)cc2)S(C)(=O)=O)c(OC)c1	11	5	4	10	-1	-16	0	0	0	8	-4
Brc1ccc(CN2CCN(c3ccccn3)CC2)s1	-1	14	0	-16	1	-19	26	-4	3	-14	-1
COc1cc(OC)c(C(=O)COc2ncnc3ccccc23)c(OC)c1	-6	-5	5	3	3	5	-29	4	-5	6	-3
Cc1ccc(NC(=O)c2ccc(NS(=O)(=O)c3c(C)noc3C)cc2)cc1C	-12	-18	7	-6	-15	-6	7	13	-8	-1	0
Clc1cccc(CNc2nnnn2-c2ccccc2)c1	10	-41	39*	-1	26	30	9	13	12	-3	-11
O=C1O/C(=C/c2ccccc2)N=C1c1ccccc1	11	-1	8	2	17	4	16	11	-3	7	3
O=C(O)c1ccc(CSc2nnc(-c3ccc(Cl)cc3)o2)cc1	-12	-5	12	-36	-17	-11	-20	-11	10	-2	6
Cc1ccc(C2CC2C(=O)NN)cc1 (stereo not drawn)	-15	-22	4	11	-4	-12	17	-5	-5	1	-3
O=c1cc(CSc2ccccc2)[nH]c(=S)[nH]1	-11	-1	-1	5	-38	5	2	3	-7	5	-11
Cc1cc(C)cc(CC(=O)N2CCC2(C)C(=O)NS(=O)(=O)c2cc(C)ccc2F)c1 (stereo not drawn)	4	7	8	-22	-30	-15	-3	-22	/	14	-28
OCCCCCNc1ncnc2ccccc12	16	22	36	29	-1	33	18	-3	3	-14	1
COC(=O)CSc1nnc(CNC(=O)c2ccccc2OC)n1-c1ccc(OC)cc1	11	-5	/	5	/	-9	-10	0	-6	8	-11
CCCc1cc(C(N)=O)c(NC(=O)C2CCCO2)s1 (stereo not drawn)	-22	-7	-2	-26	-8	16	-21	-3	9	15	-7
CC1=CCC2(CO)COC(c3ccccc3O)C1C2 (stereo not drawn)	-17	14	15	13	10	-3	9	-3	-19	2	-7

Limited to TWEAK Fn14 block, TROY NFkB inh and EBV LMP1 NFkB, for some of the entries so far:
compound | TWEAK Fn14 block | TROY NFkB inh | EBV LMP1 NFkB
Cc1ccc(C2CC2C(=O)NN)cc1 (stereo not drawn) | -12 | 11 | -5
OCCCCCNc1ncnc2ccccc12 | 33 | 29 | 3

(further entries)
SMILES	NR5A2 inv ag	SRC1 inh	COUP-TFII inh	TROY NFkB inh	NCOA2 inhibitor	TWEAK Fn14 block	NCOA3 inh	C8 TRAIL sens	EBV LMP1 NFkB	KKLEB tox	CF NFkB inh
c1ccc(-c2ccc(C3=Nn4c(Cn5nnc6ccccc65)nnc4SC3)cc2)cc1	18	-5	-9	-1	-19	14	-4	-7	-7	-3	-2
O=[N+]([O-])c1ccc(Oc2cccnc2)nc1	7	-6	-3	4	6	-10	31	-5	-7	-19	8
COC(=O)C(Cc1ccc(O)cc1)NC(=O)C1CCN(S(=O)(=O)c2ccc(C)cc2)CC1 (stereo not drawn)	2	8	1	-8	-31	4	-5	4	-8	-5	23
COc1ccc(C(=O)N[C@H](C(=O)OCn2nnc3ccccc3c2=O)C(C)C)cc1	12	4	-14	15	-14	-1	-4	-3	2	8	-6
COc1cc(C(CCN2CCCC(C)C2)c2c(OC)cc(OC)c3c(-c4ccccc4)cc(=O)oc23)cc(OC)c1OC (stereo not drawn)	-23	-6	/	-4	/	-27	11	18	-4	-6	3
Cc1ccc(N2CC(C(=O)Nc3nnc(SCC(N)=O)s3)CC2=O)cc1C (stereo not drawn)	7	5	8	-9	0	-1	-5	-3	6	-2	22
O=C(Nc1ccc2c(c1)OCCO2)C1c2ccccc2OCC(=O)N1Cc1ccccc1 (stereo not drawn)	0	/	8	-11	14	-2	/	-13	/	/	/
CCNc1nc(N)nc(Oc2ccc(OCCOc3ccccc3)nn2)n1	-10	-25	-20	12	-6	5	10	-8	3	-2	-3
CCN(CC)S(=O)(=O)c1ccc(Cl)c(NC(=O)c2cc(Cl)cc(Cl)c2)c1	7	-54	-9	-9	2	-15	7	10	3	-6	6
CCOC(=O)CC(Nc1nc(N2CCOCC2)nc(N2CCOCC2)n1)c1ccccc1Cl (stereo not drawn)	-3	-19	2	1	-26	-7	6	2	-4	7	-5
COc1ccc(NC(=O)NS(=O)(=O)c2ccc(C)cc2)c(OC)c1	1	11	-6	9	-2	-8	13	-11	-11	2	4
Cc1ccc(COC(=O)c2cc(S(=O)(=O)N3CCCCC3)ccc2N2CCOCC2)cc1	12	-19	25	9	-13	30	16	14	-2	-4	8
N#Cc1ccc(-c2csc(NC(=O)/C=C/c3cccs3)n2)cc1	9	13	0	59*	-6	48	21	37	16	0	4
CC(=O)c1nccs1	-7	10	/	-20	/	-3	12	-3	1	3	-2
CC(Nc1nc(-c2ccccc2O)nc2ccccc12)c1ccccc1 (stereo not drawn)	32	7	-4	1	-19	11	11	-11	-99	2	-18
O=c1[nH]c(-c2ccccc2)nn1-c1ccc(Br)cc1Br	6	14	21	-14	-9	5	-5	-11	5	-5	-2
Cc1ccc(NC(=O)CN2CCCC2)cc1	-17	2	-23	2	-11	14	1	2	-4	2	0
C=CCNC(=O)CN(CCc1ccccc1)S(=O)(=O)c1ccccc1	7	2	8	-3	-49	2	12	-9	-3	0	1
CN(C)c1ccc2cc(S(=O)(=O)O)cc(O)c2c1	-18	-4	19	2	6	28	-11	-14	-4	13	-6
COc1ccccc1NC(=O)CCSc1nnc(-c2ccncc2)o1	-1	-3	1	-9	14	-6	9	-7	-3	1	-11
Cc1ccc(CN2CC(C(=O)N3CCN(S(=O)(=O)c4cc(C)ccc4C)CC3)CC2=O)cc1 (stereo not drawn)	9	-5	-10	-1	-4	2	13	-6	-4	-11	15
COc1cccc(NC(=O)CN(C)C(=O)c2cc(-c3cccc(Br)c3)nc3ccccc23)c1	2	24	-5	39	0	47	5	35	-4	-7	-25
COc1ccc(C2C(C#N)=C(N)Nc3onc(C(C)(C)C)c32)c(OC)c1 (stereo not drawn)	2	5	15	9	26	14	12	-13	11	-4	44
COc1ccc(NC(=O)CN2C(=O)NC(C)(c3ccccc3)C2=O)c(OC)c1 (stereo not drawn)	-5	-3	-5	0	-4	15	0	-1	-16	5	4
CC(/C=C/C1[C@H](C)C[C@H](O[C@@H]2O[C@H](CO)[C@@H](O)[C@H](O)[C@H]2O)CC1(C)C)O[C@H]1O[C@H](CO)[C@@H](O)[C@H](O)[C@H]1O (stereo partly drawn)	-2	-15	-19	-2	4	-15	7	37	-1	8	-2
COc1ccc(CCN(C)S(=O)(=O)c2cn(C)c(=O)n(C)c2=O)cc1OC	-20	-2	-7	5	-32	17	4	-10	1	18	-22
CCC(CC)NC(=O)CO/N=C/c1ccc(Cl)cc1Cl	-2	0	9	3	-12	-37	8	-19	3	3	6
CCOC(=O)C1CCCN(C(=O)c2cc(S(=O)(=O)N(C)C)ccc2N2CCCC2)C1 (stereo not drawn)	9	2	13	5	8	7	11	-8	1	6	-9
COc1ccc2cc(C(=O)/C=C/c3cc(OC)c(OC)c(OC)c3)ccc2c1	2	3	3	1	8	2	10	14	2	-9	-1
